IEC-6 cytotox = kills IEC-6 intestinal cells in KLF5 counter-screen; IEC-6 cytotoxicity, luminescence viability; inhibition, % at 5 µM; 290,000 tested, 0.78% active; in the data active means inhibition above about 22%;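 further: 0% = plate median of test compound wells and 100% = cytotoxic reference compound wells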
AI-2 QS modul = modulators of Vibrio harveyi AI-2 quorum sensing system. 300,000 tested, 0.4% active. activity change, % at 7.5 µM. Vibrio harveyi JMH597 AI-2 luminescence/OD600 ratio, 9 h; hits give low values; strain lacks LuxN and CqsS sensors; 0 = neutral-control median; in the data active means activity change below about -75%, passing the limit was not always enough; inconclusive means no clear call, values can overlap the other calls;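 further: luminescence divided by OD600 gain over 9 h not by final OD600 alone; inactives centre near 13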
HSP90 inh = blocks HSP90-mediated luciferase refolding in reticulocyte lysate; Rabbit reticulocyte lysate, luciferase refolding luminescence, 3 h; inhibition, % at 5.6 µM; 290,000 tested, 0.91% active; AID 1789;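 active means inhibition above the screen-wide mean plus 3 SD, computed separately per campaign, cut at about 16% in these data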;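 further: 0% = DMSO wells and 100% = 60 µM geldanamycin wells; inhibitors lower the luminescence because luciferase stays unfolded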
HSF-1 act = increases HSF-1 driven luciferase reporter signal. NIH3T3-HGL HSF-1 luciferase reporter, MG132, 8 h; 100% = twice DMSO control signal. activation, % at 9 µM. 300,000 tested, 1.7% active. AID 504408;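 active means mean replicate activation of at least 50% with a set share of replicates each reaching 50%; inconclusive means only one of those two conditions met; inactive means mean below 50% and too few replicates reaching it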;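 further: 0% = median of the neutral control wells and 100% = twice that signal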
GSK3A inh = blocks human GSK-3 alpha kinase; AID 2650; inhibition, % at 10 µM; P49840; 320,000 tested, 0.1% active; ADP-Glo luminescence, 60 min;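 in the data active means inhibition above about 50%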;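 further: GST-tagged GSK-3 alpha with peptide substrate and 25 µM ATP; 0% = DMSO neutral wells and 100% = GW8510 positive control wells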
Target sequence (P49840 whole entry, looked up): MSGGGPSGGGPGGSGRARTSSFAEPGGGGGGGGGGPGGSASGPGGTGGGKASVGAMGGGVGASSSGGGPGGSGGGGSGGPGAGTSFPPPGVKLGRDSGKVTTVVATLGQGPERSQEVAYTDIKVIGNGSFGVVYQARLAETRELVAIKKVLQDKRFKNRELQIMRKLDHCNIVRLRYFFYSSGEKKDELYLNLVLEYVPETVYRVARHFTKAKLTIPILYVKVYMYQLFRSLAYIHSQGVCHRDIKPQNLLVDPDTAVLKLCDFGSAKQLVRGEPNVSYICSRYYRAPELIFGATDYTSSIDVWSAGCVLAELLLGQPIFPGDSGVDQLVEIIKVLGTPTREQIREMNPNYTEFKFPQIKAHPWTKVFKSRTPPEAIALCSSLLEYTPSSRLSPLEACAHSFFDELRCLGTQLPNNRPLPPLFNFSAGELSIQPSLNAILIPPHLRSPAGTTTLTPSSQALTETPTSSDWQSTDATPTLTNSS
GSK3B inh = blocks human GSK3beta kinase activity; P49841; GST-GSK3beta kinase, ADP-Glo luminescence, 60 min; hits give low values; activity score (negative = inhibition), % at 10 µM; 300,000 tested, 0.038% active; AID 2097;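 active means more than half of replicate wells score below -50%, meaning over 50% inhibition versus plate controls; inconclusive means some replicates but at most half score below -50%; inactive means no replicate scores below -50%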;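 further: 0% = median DMSO wells and -100% = median GW8510 positive control wells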
Target sequence (P49841 whole entry, looked up): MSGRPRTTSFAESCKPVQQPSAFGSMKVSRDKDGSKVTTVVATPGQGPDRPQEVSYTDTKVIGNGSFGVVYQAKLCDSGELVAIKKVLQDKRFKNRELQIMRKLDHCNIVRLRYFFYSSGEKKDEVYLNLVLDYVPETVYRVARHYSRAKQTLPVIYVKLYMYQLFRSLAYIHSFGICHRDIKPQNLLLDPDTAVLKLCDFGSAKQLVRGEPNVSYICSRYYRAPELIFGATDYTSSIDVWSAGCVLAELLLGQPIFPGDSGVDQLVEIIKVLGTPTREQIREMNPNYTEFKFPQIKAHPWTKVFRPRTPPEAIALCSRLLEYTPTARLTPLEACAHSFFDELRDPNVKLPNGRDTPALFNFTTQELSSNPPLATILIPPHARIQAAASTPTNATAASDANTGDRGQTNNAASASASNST
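test system = GST-tagged human GSK3beta kinase, cell-free | reagent = 25 µM ATP with peptide substrate | dosing = one dose of 10 µM per compound | schedule = 60 min reaction, RT | detection = luminescent ADP-Glo measurement of ADP formed | control set = DMSO neutral wells and GW8510 at 20 µM as positive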
HSF1 inh = HSF1 inhibition | NIH3T3-HGL HSE-luciferase, MG132-induced, luminescence 8 h; hits give low values | activity change, negative = inhibition, % at 7.5 µM (by protocol) | 300,000 tested, 0.77% active | AID 2098;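 active means more than half of replicate wells show activity change below -50%, luminescence cut by over half; inconclusive means some wells, but at most half, below -50%; inactive means no replicate well below -50%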;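 further: luciferase reports HSF-1 transcriptional activity via heat shock element; 0% = median of DMSO wells and -100% = zero luminescence signal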
PolyA inh = blocks polyadenylation in yeast reporter cells | AID 1875 | 300,000 tested, 0.02% active | S. cerevisiae SKY197-pL101 polyadenylation reporter, beta-gal luminescence; efflux-impaired pdr1/pdr3 knockout yeast; score 100 = 6 SD above DMSO | calls only at 12 µM;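 active means lowest replicate activity score at least 50, where 100 means six control SD above control mean; inconclusive means lowest score under 50 but half or more replicates reach 50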;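 further: yeast exposed to compound for 9 h at 30 °C; higher score means more reporter readthrough which indicates perturbed polyadenylation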
KLF5 inh = suppresses KLF5 promoter-driven expression | AID 1700 | 290,000 tested, 0.23% active | DLD-1 KLF5 promoter-luciferase reporter, luminescence | inhibition, % at 5 µM;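 active means inhibition above a per-plate limit of that plate's mean compound inhibition plus 3 SD, cut at about 60% in these data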;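 further: 0% = DMSO wells and 100% = LY294002 at 200 µM; higher means less KLF5 promoter-driven luciferase light; inactives centre near -14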
aSyn 5UTR inh = MLPCN primary screen, SNCA 5' untranslated region; alpha-synuclein 5'UTR reporter, inhibitor activity; inhibition, % (tested at 7.5 µM); 300,000 tested, 0.82% active; AID 1813; in the data active means inhibition above about 60%; inconclusive means no clear call, values can overlap the other calls;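 further: H4 neuroglioblastoma cells stably carrying SNCA 5'UTR luciferase fusion; 0% = DMSO wells and 100% = positive control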
The depositor's hits bear a star; i = inactive; ? = inconclusive; / = not tested or not shown.

Results follow in this order: IEC-6 cytotox | AI-2 QS modul | HSP90 inh | HSF-1 act | GSK3A inh | GSK3B inh | HSF1 inh | PolyA inh | KLF5 inh | aSyn 5UTR inh
N#Cc1ccc(NC(=O)COC(=O)CCc2ccc(S(=O)(=O)N3CCCCC3)cc2)cc1
  -3 | 15 | 1 | 11 | 1 | 0 | -11 | i | -18 | -12
COc1cc(/C=C/C(=O)O)ccc1OS(=O)(=O)c1cc(C)ccc1C
  0 | 6 | 0 | 8 | -5 | 2 | 1 | i | -14 | 21
CCOc1ccc(NC(=S)Nc2cc(C)[nH]n2)cc1
  -4 | 20 | -4 | -7 | -4 | 3 | -12 | i | -40 | -49
O=C(Nc1nn[nH]n1)c1cc(-c2ccc(Cl)c(Cl)c2Cl)nc2ccccc12
  2 | 15 | 2 | -3 | -1 | 2 | -2 | i | -29 | 8
COc1ccccc1NC(=O)CN(c1ccccc1F)S(C)(=O)=O
  0 | 15 | 3 | 1 | -2 | -1 | 5 | i | -3 | 12
COc1ccc(CCC(=O)Nc2ccc(Cn3ccnc3)cc2)cc1
  0 | -40 | -5 | 5 | -2 | 2 | 5 | i | -22 | 17
C=CCOc1ccc(/C=C2\SC(N)=NC2=O)cc1OC
  1 | 6 | -1 | 1 | 0 | 0 | 5 | i | -31 | 22
CCOC(=O)CC(=O)CSc1nc2c(C)c(C)ccc2cc1C
  4 | 2 | 1 | 25 | -1 | 2 | 12 | i | -42 | 7
O=C(NC1CCCCC1)C(c1ccccc1)N(Cc1ccco1)C(=O)c1csnn1 (stereo unspecified)
  -9 | 4 | -1 | ? | -2 | -1 | 28 | i | -13 | -6
Cc1nc2c(C)cccc2cc1C(=O)N/N=C/c1cccc([N+](=O)[O-])c1
  2 | 14 | 6 | 9 | -1 | -2 | 12 | i | -26 | 3
CC12CN3CC(C)(CN(C1)C3c1ccc(Cl)cc1Cl)C2O (stereo unspecified)
  -3 | 12 | 1 | -27 | 1 | -1 | -13 | i | -13 | 10
COC(=O)c1ccc(NC(=O)c2ccc(CN3CCOCC3)cc2)cc1
  0 | 25 | 1 | -6 | 3 | -1 | -5 | i | -26 | -1
COc1ccc(C(=O)c2ncc(C(F)(F)F)cc2Cl)cc1
  -12 | 20 | 0 | -10 | 2 | -2 | -2 | i | -24 | -1
COc1ccc(C(=O)/C=C\c2ccc(NC(=O)c3cccs3)cc2)cc1
  -2 | 26 | 5 | 47 | 1 | 2 | 12 | i | -35 | -129
COc1cc(C(c2nnnn2C(C)(C)C)N2CCN(C)CC2)cc(OC)c1OC (stereo unspecified)
  3 | -10 | -1 | -13 | 0 | 0 | -5 | i | -14 | 7
CC1C(=O)Nc2ccccc2N1C(=O)c1c(F)cccc1F (stereo unspecified)
  -1 | 4 | -2 | 1 | 1 | 0 | -5 | i | -28 | -5
O=C(Cn1c(=O)oc2ccccc21)N1CCN(c2ccccc2)CC1
  2 | 17 | -2 | 8 | 1 | 3 | 6 | i | 13 | -11
COC(=O)CCc1sc(NC2CCCCC2)nc1-c1ccc(OC)cc1
  -2 | 5 | -1 | -4 | 0 | 1 | 0 | i | -9 | 0
O=C(CNC(=O)/C=C/c1ccco1)N=Nc1c(O)[nH]c2ccccc12
  2 | 17 | 2 | -11 | 2 | 1 | 0 | i | 4 | 12
Cc1nc2ccccn2c1-c1ccnn1S(=O)(=O)c1ccc(F)cc1
  2 | 15 | 1 | -71 | -1 | 3 | -67* | i | -5 | 34

Retrieved by compound from the entries so far (3):
Results follow in this order: IEC-6 cytotox | AI-2 QS modul | HSP90 inh | HSF-1 act | GSK3A inh | GSK3B inh | HSF1 inh | PolyA inh | KLF5 inh | aSyn 5UTR inh
N#Cc1ccc(NC(=O)COC(=O)CCc2ccc(S(=O)(=O)N3CCCCC3)cc2)cc1
  -3 | 15 | 1 | 11 | 1 | 0 | -11 | i | -18 | -12
O=C(Cn1c(=O)oc2ccccc21)N1CCN(c2ccccc2)CC1
  2 | 17 | -2 | 8 | 1 | 3 | 6 | i | 13 | -11
COc1ccc(C(=O)/C=C\c2ccc(NC(=O)c3cccs3)cc2)cc1
  -2 | 26 | 5 | 47 | 1 | 2 | 12 | i | -35 | -129

More records:
Results follow in this order: IEC-6 cytotox | AI-2 QS modul | HSP90 inh | HSF-1 act | GSK3A inh | GSK3B inh | HSF1 inh | PolyA inh | KLF5 inh | aSyn 5UTR inh
c1ccc(CN2CCN(c3nc(NCc4ccco4)c4ccccc4n3)CC2)cc1
  -4 | 19 | 2 | 12 | -2 | 2 | 6 | i | -42 | -28
Cc1ccc2nc3c(cc2c1)CN(Cc1ccco1)C(=NCC1CCCO1)S3 (stereo unspecified)
  2 | 23 | -1 | -5 | 2 | 1 | -8 | i | -32 | 3
O=C(c1ccc(N2CCCCS2(=O)=O)cc1)N1CCN(c2ccccc2F)CC1
  1 | 15 | 0 | 30 | 0 | -4 | -8 | i | -18 | -14
O=C(O)c1ccc2c(=O)n3c(nc2c1)/C(=C/c1cccc(Cl)c1Cl)CC3
  -6 | 0 | 2 | -6 | 16 | -2 | -1 | i | -21 | -52
Nn1c(SCc2ccc(C(=O)O)cc2)nnc1-c1ccc(Cl)cc1Cl
  -4 | 15 | 4 | 7 | -2 | 2 | -5 | i | -23 | -16
O=C(NC1CCS(=O)(=O)C1)c1ccc(N2CCCCC2)c([N+](=O)[O-])c1 (stereo unspecified)
  5 | 18 | -2 | -9 | -1 | 1 | 1 | i | -14 | 14
COc1cc(Cl)ccc1OCc1cc(C(=O)N2C[C@@H]3CCC[C@H]2C3)no1
  16 | 31 | 1 | 56* | -1 | 3 | 32 | i | -161 | -176
Cc1ccc(C)c2[nH]c(=O)c(CN(CCCN(C)C)C(=O)NCc3ccccc3)cc12
  / | 19 | / | -5 | / | 4 | -11 | i | / | 11
COc1ccc(/C=N/NC(=O)COc2cccc3cccnc23)cc1OC
  -2 | -39 | -1 | -4 | -1 | 1 | -12 | i | -7 | 10
Cc1ccc(NC(=S)N2CCCC(c3nc4ccccc4[nH]3)C2)cc1 (stereo unspecified)
  -2 | 7 | -4 | 22 | -1 | 2 | 5 | i | -17 | -22
CCn1cc(S(=O)(=O)NCc2ccccc2Br)cn1
  -1 | 19 | -3 | -20 | 2 | -8 | -8 | i | -22 | -5
CCCCN1C(=O)/C(=C(/C#N)C(=O)N2CCCC2)c2ccccc21
  5 | 10 | -2 | 7 | 0 | -4 | -8 | i | -29 | 9
CC(C(=O)N1CCOCC1)n1cc([N+](=O)[O-])cn1 (stereo unspecified)
  0 | 14 | -1 | 0 | -5 | 0 | -5 | i | -23 | 4
O=C(CN1CCN(S(=O)(=O)c2ccccc2F)CC1)NC1CCCC1
  -4 | 14 | 0 | 2 | -2 | -17 | -3 | i | -54 | 4
O=C(CSc1ccc2nnc(CCNS(=O)(=O)c3ccccc3)n2n1)Nc1nc2ccccc2s1
  -1 | 9 | 7 | 21 | 0 | 0 | 1 | i | 4 | -6
CC(C)CNC(=O)c1cccc(NC(=O)C2CCCO2)c1 (stereo unspecified)
  -3 | 4 | -3 | 3 | -2 | -2 | -7 | i | -18 | 8
COc1ccccc1CC(=O)NCC(c1ccco1)N1CCCCC1 (stereo unspecified)
  -6 | 14 | -1 | -9 | 0 | -1 | -4 | i | -10 | 22
Cc1cc(C)nc(/N=C2\NC(=O)CC(C(=O)O)N2c2ccc(Cl)cc2Cl)n1 (stereo unspecified)
  4 | 20 | 4 | -7 | 1 | -2 | -3 | i | 20 | -10
CCn1c2ccccc2c2nnc(SCC(=O)Nc3cc(C)on3)nc21
  11 | 21 | 1 | 1 | -2 | 3 | -3 | i | 3 | 9
CC(=O)C1=C(O)C(=O)N(c2ccc(O)cc2)C1c1cccc(F)c1 (stereo unspecified)
  0 | 28 | -3 | 2 | -1 | -4 | 1 | i | -26 | -2
COc1ccc(CN(C(=O)c2ccc(C)cc2)c2cccc(N)c2)cc1
  / | 32 | / | -8 | -2 | 2 | 9 | i | / | 7
CC(C)c1ncc(C(O)c2ccccc2)n1C (stereo unspecified)
  2 | 16 | 1 | -3 | 1 | 2 | -1 | i | -31 | -7
CCOc1cc(C=O)ccc1OCC(N)=O
  -1 | 18 | 3 | -14 | 2 | -5 | -8 | i | 2 | 23
CC(=O)Nc1ccc(S(=O)(=O)N2CC3(C)CC2CC(C)(C)C3)cc1 (stereo unspecified)
  2 | 33 | -2 | -2 | -1 | -2 | -3 | i | 6 | 11
COc1ccc(-c2nc3ncccc3o2)cc1NC(=O)c1ccco1
  2 | 9 | 0 | -15 | 2 | -4 | -5 | i | -31 | -23
O=C(Nc1csc([N+](=O)[O-])c1)Nc1c(Cl)cccc1Cl
  1 | -7 | 4 | 21 | 2 | 0 | 15 | i | 1 | 20
O=C(NC1CCCCC1)C1CCN(C(=O)NCc2ccccc2)CC1
  3 | 20 | 2 | 0 | 0 | 2 | -2 | i | 3 | 3
CCOC(=O)C(=O)c1cn(C2OCC(OC(C)=O)C(OC(C)=O)C2OC(C)=O)c2ccccc12 (stereo unspecified)
  -8 | 13 | 1 | 0 | -1 | 5 | 1 | i | 7 | 19
O=C(O)/C=C/c1cccc(OCc2ccccc2)c1
  6 | 37 | 1 | 4 | -2 | 3 | -8 | i | -16 | -5
CC1CN(Cc2nc3c(c(=O)[nH]c(=O)n3C)n2CCN2CCOCC2)CC(C)O1 (stereo unspecified)
  -3 | 10 | 4 | -8 | 0 | -2 | -4 | i | -1 | 1
O=C(Nc1ccccc1)N1CC=C(c2ccc(F)cc2)CC1
  -7 | 21 | -5 | 33 | -2 | -3 | 21 | i | -99 | -167
O=C(Nc1cccc2nsnc12)c1ccc2c(c1)OCCO2
  4 | 18 | 0 | / | -1 | 0 | / | i | -124 | -213
CN(c1ccccc1)S(=O)(=O)c1cccc(NC(=O)CN2CCc3ccccc3C2)c1
  -7 | 57 | 5 | 5 | -1 | -2 | -4 | i | 7 | 1
O=C(N/C(=C/c1ccc(Cl)cc1)c1nc2ccccc2[nH]1)c1ccco1
  -1 | 5 | -1 | 13 | -2 | 4 | 1 | i | -15 | -45
CC(=O)Nc1ccc(NC(=O)c2ccco2)cc1
  -2 | 11 | 1 | -3 | 3 | 0 | -3 | i | -29 | -71
CC(=O)Cn1ncc(N2CCOCC2)c(Br)c1=O
  -4 | -2 | -4 | -15 | 2 | 0 | -5 | i | -28 | 9

Not all compounds are listed; the hit share may differ from the screen's.
